# MEKK2wt PB1 HTS – raises or lowers MEK5 binding to wildtype human MEKK2 PB1 domain; Q9Y2U5; bead flow cytometry, Alexa488-MEK5 binding to MEKK2 WT; actives lie on both sides; binding response (% of control), % at 10 µM; 1.1% of 290,000 active; AID 1531; in the data active = binding response below about 67% or above about 130%
# VIM-2 inh – blocks Pseudomonas aeruginosa VIM-2 metallo-beta-lactamase | purified VIM-2, nitrocefin hydrolysis, epi-absorbance fluorescence | inhibition, % at 5.6 µM | 0.89% of 290,000 active | AID 1527;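 active = inhibition above the mean of all tested compounds plus 3 SD, cutoff set per screening run, cut at about 7.5% in these data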;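 also: red hydrolysis product quenches plate fluorescence so inhibitors raise well fluorescence; 0% = enzyme with DMSO and 100% = DMSO without enzyme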
# IMP-1 inhibitor – inhibitors of Pseudomonas aeruginosa IMP-1 metallo-beta-lactamase; purified IMP-1, nitrocefin hydrolysis, epi-absorbance fluorescence; inhibition, % at 5.6 µM; 0.45% of 290,000 active; AID 1556;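 active = inhibition above the mean plus 3 SD of all compounds in the same screening run, cut at about 4.5% in these data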;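 also: 0% = IMP-1 with DMSO and 100% = DMSO wells lacking enzyme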
#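 Material – recombinant IMP-1 enzyme, purified · Amount – IMP-1 0.2 nM before substrate addition · Medium – HEPES buffer pH 7.1 with ZnSO4 and Brij 35 · Timing – 25 °C, 15 min preincubation, 25 min reaction · Measured by – plate fluorescence quenching by hydrolysis product, ex 480/em 530 nm · Read-out – percent enzyme inhibition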
# NALP1 yeast inh – inhibitors of NALP1 inflammasome in yeast | S. cerevisiae NALP1/ASC/caspase-1 growth, X-gal OD620, 72 h | inhibition, % at 10 µM | 0.61% of 280,000 active | AID 2071; in the data active = inhibition mostly above about 24%, no sharp cut-off; inactive = mostly below about 32%; also: some compounds called inactive have numbers as strong as hits
# FID counter – displaces DNA intercalator in HCV helicase counter-screen; 0.17% of 290,000 active; inhibition, % at 7.9 µM; DNA fluorescent intercalator displacement, fluorescence; in the data active = inhibition above about 37%;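 also: 0% = vehicle and 100% = reference compound; higher means more ethidium bromide displaced from hairpin DNA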
# HCV NS3 hel inh – inhibitors of Hepatitis C virus NS3 helicase | 0.56% of 290,000 active | AID 1800 | inhibition, % at 10.9 µM | NS3 helicase DNA unwinding, Cy5 molecular beacon fluorescence;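 active = inhibition above the mean of all tested compounds plus 3 SD, set per campaign, cut at about 35% in these data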;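 also: 0% = DMSO wells and 100% = thioflavine S control wells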
#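 Compound dosing – single dose, 10.9 µM nominal final, DMSO 0.8% final · System – NS3 helicase fragment of HCV · Buffer or medium – MOPS pH 6.5, MgCl2, DTT, Tween20, BSA · Signal – Cy5 beacon fluorescence read at start and 1 h · Also added – annealed dual-labelled DNA beacon duplex, ATP-started · Schedule – 1 h at 25 °C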
# UBC9 SUMO inh – inhibitors of human SUMOylation (UBC9); 0.36% of 290,000 active; inhibition, % at 35 µM; HTRF SUMOylation assay, SAE1/SAE2 + UBC9, in vitro; in the data active = inhibition above about 50%, passing the limit was not always enough; also: strong numbers were not always called active
# Target sequence (P63279 whole entry, looked up): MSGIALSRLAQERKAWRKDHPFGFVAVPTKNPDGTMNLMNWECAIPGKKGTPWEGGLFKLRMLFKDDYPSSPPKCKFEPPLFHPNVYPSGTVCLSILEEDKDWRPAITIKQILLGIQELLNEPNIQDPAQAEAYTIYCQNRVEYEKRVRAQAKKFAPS
# M18AAP inhibitor – PfM18AAP enzyme inhibition. recombinant PfM18AAP, H-Glu-NHMec fluorogenic cleavage. inhibition, % at 7.35 µM. 1.2% of 290,000 active;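 active = inhibition above the campaign mean inhibition over all tested compounds plus 3 SD, cut at about 28% in these data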;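 also: 0% = plate median of test compound wells and 100% = 2 mM ZnCl2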
# MEKK2mut PB1 HTS – signal of MEK5 binding to mutant human MEKK2 PB1 domain; percent response, % at 10 µM; 0.35% of 290,000 active; bead flow cytometry, Alexa488-MEK5 binding to MEKK2 mutant; AID 1530; in the data active = percent response above about 24%, passing the limit was not always enough; also: inactives centre near 1; some results filed as inactive read as strong as hits
# An asterisk follows results filed as active; nt = no result given.
# The opening 12 records (preview)
SMILES,MEKK2wt PB1 HTS,VIM-2 inh,IMP-1 inhibitor,NALP1 yeast inh,FID counter,HCV NS3 hel inh,UBC9 SUMO inh,M18AAP inhibitor,MEKK2mut PB1 HTS
Cc1ccccc1Nc1nnc(SCC(=O)NC(=O)Nc2ccc3c(c2)OCCO3)s1,99,-0.9,-2.0,10,0,13,-3,-6,-1
COc1cccc(NC(=O)COC(=O)CCCC2=NS(=O)(=O)c3ccccc3N2)c1,98,-2.0,0.0,25,-17,-4,nt,-15,0
CCn1cc([N+](=O)[O-])c(C(=O)N2CCCCCC2)n1,104,1.1,-1.8,17,0,8,15,-1,5
CCOc1ccccc1/C=N/NC(=O)c1c(C)nc2ccc(Br)cn12,103,-2.7,-3.5,-8,-26,-6,12,-7,8
Cc1ccc(-n2c(-c3ccccc3)cc(=O)nc2C)cc1,102,-0.9,-1.8,10,-7,0,2,-8,2
Cc1ccc(S(=O)(=O)N2CCOCC2)cc1NC(=O)CSc1nnc2cc(C)c3ccccc3n12,107,1.5,-1.6,36,-27,10,4,-6,4
CC(=O)Cc1nsc(NC(=O)c2cc(-c3ccc(Cl)c(Cl)c3)oc2C)n1,97,-2.2,-2.9,14,-2,-1,1,-7,-2
Cc1ccc(Cn2cccc(NS(C)(=O)=O)c2=O)cc1,100,-0.4,-0.7,11,-9,24,82,13,0
CN(C)/C=N/c1c(C#N)nnn1Cc1ccccc1,88,-3.9,-2.5,-1,-6,0,5,-8,-3
COc1ccc(-n2c(=O)[nH]cc(C(=O)Nc3ccc(NC(C)=O)cc3)c2=O)cc1,102,-0.6,-2.0,18,-8,-8,26,-4,2
O=C(O)c1ccccc1-c1ccc(/C=C2\SC(=O)N(c3ccccc3)C2=O)o1,108,0.9,-0.3,1,-21,28,14,-6,3
COc1ccc(C2CC(c3cccs3)=NN2C(=O)CN2CCCCC2)cc1 (stereo not drawn),95,-2.9,-2.9,10,2,-10,18,3,-4

# The whole of this part, repeating the preview:
SMILES,MEKK2wt PB1 HTS,VIM-2 inh,IMP-1 inhibitor,NALP1 yeast inh,FID counter,HCV NS3 hel inh,UBC9 SUMO inh,M18AAP inhibitor,MEKK2mut PB1 HTS
Cc1ccccc1Nc1nnc(SCC(=O)NC(=O)Nc2ccc3c(c2)OCCO3)s1,99,-0.9,-2.0,10,0,13,-3,-6,-1
COc1cccc(NC(=O)COC(=O)CCCC2=NS(=O)(=O)c3ccccc3N2)c1,98,-2.0,0.0,25,-17,-4,nt,-15,0
CCn1cc([N+](=O)[O-])c(C(=O)N2CCCCCC2)n1,104,1.1,-1.8,17,0,8,15,-1,5
CCOc1ccccc1/C=N/NC(=O)c1c(C)nc2ccc(Br)cn12,103,-2.7,-3.5,-8,-26,-6,12,-7,8
Cc1ccc(-n2c(-c3ccccc3)cc(=O)nc2C)cc1,102,-0.9,-1.8,10,-7,0,2,-8,2
Cc1ccc(S(=O)(=O)N2CCOCC2)cc1NC(=O)CSc1nnc2cc(C)c3ccccc3n12,107,1.5,-1.6,36,-27,10,4,-6,4
CC(=O)Cc1nsc(NC(=O)c2cc(-c3ccc(Cl)c(Cl)c3)oc2C)n1,97,-2.2,-2.9,14,-2,-1,1,-7,-2
Cc1ccc(Cn2cccc(NS(C)(=O)=O)c2=O)cc1,100,-0.4,-0.7,11,-9,24,82,13,0
CN(C)/C=N/c1c(C#N)nnn1Cc1ccccc1,88,-3.9,-2.5,-1,-6,0,5,-8,-3
COc1ccc(-n2c(=O)[nH]cc(C(=O)Nc3ccc(NC(C)=O)cc3)c2=O)cc1,102,-0.6,-2.0,18,-8,-8,26,-4,2
O=C(O)c1ccccc1-c1ccc(/C=C2\SC(=O)N(c3ccccc3)C2=O)o1,108,0.9,-0.3,1,-21,28,14,-6,3
COc1ccc(C2CC(c3cccs3)=NN2C(=O)CN2CCCCC2)cc1 (stereo not drawn),95,-2.9,-2.9,10,2,-10,18,3,-4
COc1ccc(/C(N)=N/OC(=O)N2CCOCC2)cc1,93,-2.0,-1.6,-12,-1,4,-3,-9,-6
CC(=O)c1ccc(OC(=O)C2c3ccccc3Oc3ccccc32)cc1,101,-3.2,-1.3,22,-1,-2,16,-3,-2
Cc1ccccc1N(CC(=O)NC1CCCC1)C(=O)CS(=O)CC(=O)Nc1ccc2c(c1)OCO2 (stereo not drawn),100,-1.9,-2.6,10,-31,-1,20,2,0
CCCn1c(SCC(=O)N2CCN(c3ccc(OC)cc3)CC2)nc2c1c(=O)n(C)c(=O)n2C,105,2.2,-1.5,-2,-34,-2,12,1,2
O=C(CCN1CCN(C(c2ccccc2)c2ccccc2)CC1)N/N=C/c1ccc(O)cc1O,122,-3.1,0.1,6,12,-95,-7,7,9
Cc1nn(C)c(Cl)c1C(N)=O,101,-2.7,-1.5,9,-1,-2,16,-2,0
O=C(CNC(=O)c1ccco1)NCC(=O)OCc1ccc(F)cc1,99,-1.7,-3.1,16,-6,-6,3,-3,-5
COc1ccc2[nH]c(=O)c(CN(C)C(=O)c3ccncc3)cc2c1,106,-0.9,0.1,5,-4,-2,-1,-1,5
O=C(O)CCNC(=O)c1ccc(Br)o1,100,-3.7,-3.0,18,-1,-5,12,1,-1
CCN(CC)c1ccc(NC(=O)CN2CCN(c3ccccn3)CC2)cc1,113,0.1,-3.4,18,-18,-1,13,2,9
CCCC(c1nnnn1Cc1ccc(OC)cc1)N1CCN(c2ccccc2OC)CC1 (stereo not drawn),106,-2.5,-3.1,8,-33,-6,-7,1,4
COc1cc(/C=N/n2c(C)nc3ccccc3c2=O)ccc1O,103,2.5,-0.9,9,-1,-14,10,-10,1
COc1ccc(CC(=O)N2CCCC(CNC(=O)c3ccccc3Cl)C2)cc1 (stereo not drawn),54,1.3,1.0,-6,-20,15,-16,-9,-35
SMILES,MEKK2wt PB1 HTS,VIM-2 inh,IMP-1 inhibitor,NALP1 yeast inh,FID counter,HCV NS3 hel inh,UBC9 SUMO inh,M18AAP inhibitor,MEKK2mut PB1 HTS
CCN(Cc1ccncc1)C(=O)CCc1nnc(CCc2ccc(OC)cc2)o1,84,-4.8,-1.6,-2,-3,-1,14,1,-10
Cc1ccc(-c2csc(NC(=S)NC(=O)c3cccs3)n2)cc1,105,-0.9,-2.3,23,-4,2,-2,2,1
O=C(CN(Cc1ccc(F)cc1)C(=O)c1csnn1)NC1CCCC1,96,-2.0,-3.2,3,-17,6,8,-4,2
CCOC(=O)CN(C(=O)CNC(=O)c1cccs1)C(C(=O)NC1CCCCC1)c1cccnc1 (stereo not drawn),96,-1.5,-2.1,18,-12,7,25,0,7
CN1CCN(C(=O)CCc2nc3ccccc3c(=O)[nH]2)CC1,101,21*,-1.4,2,2,-1,-2,3,-2
CC(C)Cn1c(SC(C)C(=O)Nc2ccc(N3CCOCC3)cc2)nc2ccccc21 (stereo not drawn),96,-0.7,-3.5,nt,-29,-7,-16,-2,-1
COc1ccc(CN(C(=O)c2ccc3c(c2)OCCO3)C(C(=O)NC2CCCCC2)c2ccc3ncccc3c2)cc1 (stereo not drawn),106,-1.5,-1.3,5,-5,7,-16,-6,7
CC1=CCC2([N+](=O)[O-])CN(CC(=O)O)CC1([N+](=O)[O-])C2 (stereo not drawn),96,-0.1,-1.0,19,-2,5,17,-4,-1
CCCNc1nc(OCC(F)(F)F)nc(OCC(F)(F)F)n1,92,-1.4,-0.6,-10,-3,7,-6,0,-4
CCCS(=O)(=O)n1nc(-c2ccccc2)cc1N,106,0.3,-2.3,3,1,2,20,-8,0
CCOC(=O)c1ccc(NC(=O)CN(C)S(=O)(=O)c2ccc(OC)cc2)cc1,99,-4.7,-1.0,3,-9,-2,8,2,1
CN(CC(=O)NC1CCCCC1)S(=O)(=O)c1ccc2c(c1)c(=O)n(C)c(=O)n2C,104,-2.0,-2.0,12,-22,-6,nt,-12,3
CC(=O)c1c(C)[nH]c(C(=O)Nc2nccs2)c1C,100,-5.5,-3.2,0,-4,8,9,-2,1
O=C(Nc1ccc2c(c1)CCC2)Nc1ccccc1Cl,95,-5.0,-7.0,-4,-9,6,-4,2,-5
COC(=O)c1ccccc1NC(=O)CCCCCn1nnc2ccccc2c1=O,106,0.7,-2.4,19,-36,-13,-6,-9,4
O=C1CC(C(=O)O)C2(CCCC2)O1 (stereo not drawn),105,-2.2,-0.6,nt,0,6,nt,5,12
COc1ccc(NC(=O)CCNC(=O)c2ccco2)cc1S(=O)(=O)N(C)C,101,-2.6,-1.7,9,-8,1,23,1,1
Cc1csc(NC(=O)CN2CCCCCC2)n1,97,-2.1,-1.6,6,4,3,17,2,-5
Cc1ccc(C)c(N2CCN(C(=O)CCCCCn3c(=S)[nH]c4ccc(N5CCOCC5)cc4c3=O)CC2)c1,93,-1.7,-2.8,-13,-64,-2,11,5,-6
CC1(C)CC(=O)C(C=Nc2ccc3c(c2)OCO3)=C(O)C1,104,-2.1,-2.5,-3,-8,8,12,9,2
Cc1nn(-c2ccccc2)c(C)c1[N+](=O)[O-],87,-1.6,-4.1,-6,1,-6,12,-1,-11
CC(C)C(=O)Nc1cccc(C(=O)NCCc2ccc(S(N)(=O)=O)cc2)c1,104,-0.1,-0.4,4,-9,-8,23,-1,6
Cc1cnc(C(=O)Nc2ccc(N3CCCCC3)cc2)cn1,89,-0.9,-2.5,20,-5,0,3,-8,-13
CNC(=O)N/N=C(\N)c1ccccn1,97,-3.3,-2.7,0,-1,5,13,2,1
CSc1nnc(-c2ccccc2SC)o1,96,0.2,-2.8,-13,-11,-9,18,-1,-2
CC(C#N)Sc1nnc(-c2ccccc2F)n1C1CC1 (stereo not drawn),95,-1.3,-4.3,-7,-2,0,-12,4,-4
CC1CN(C(=S)Nc2ccccc2F)CC(C)O1 (stereo not drawn),111,0.3,-0.8,10,-3,7,17,-14,2
CCOC(=O)c1ccc(NC(=O)CCc2nnc3ccc(N4CCCC4)nn23)cc1,102,-1.9,-1.2,20,-48,2,10,-5,0
Cc1ccc[n+](C(C)C(=O)Nc2ccc(C)c([N+](=O)[O-])c2)c1 (stereo not drawn),99,0.3,-2.8,10,12,-3,23,-14,-3
O=C(O)c1ccc(Nc2nc(-c3cccnc3)nc3ccccc23)cc1,102,-1.6,-1.8,6,-2,-12,11,4,4

# Retrieved one by one from above (two):
SMILES,MEKK2wt PB1 HTS,VIM-2 inh,IMP-1 inhibitor,NALP1 yeast inh,FID counter,HCV NS3 hel inh,UBC9 SUMO inh,M18AAP inhibitor,MEKK2mut PB1 HTS
CCOc1ccccc1/C=N/NC(=O)c1c(C)nc2ccc(Br)cn12,103,-2.7,-3.5,-8,-26,-6,12,-7,8
CCN(CC)c1ccc(NC(=O)CN2CCN(c3ccccn3)CC2)cc1,113,0.1,-3.4,18,-18,-1,13,2,9

# Screening results from PubChem BioAssay.
